Screening results as filed in PubChem.
ERp5 block = blocks human ERp5 reductase activity on insulin; Q15084; ERp5 insulin aggregation, absorbance 650 nm, 90 min; inhibition, % at 9.99 µM; 350,000 tested, 0.05% active;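 active = mean replicate inhibition above about 25%, with every replicate also reaching it, limit read from the data, passing the limit was not always enough; inconclusive = only one of those two criteria met; inactive = neither criterion met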
Target sequence (Q15084 whole entry, looked up): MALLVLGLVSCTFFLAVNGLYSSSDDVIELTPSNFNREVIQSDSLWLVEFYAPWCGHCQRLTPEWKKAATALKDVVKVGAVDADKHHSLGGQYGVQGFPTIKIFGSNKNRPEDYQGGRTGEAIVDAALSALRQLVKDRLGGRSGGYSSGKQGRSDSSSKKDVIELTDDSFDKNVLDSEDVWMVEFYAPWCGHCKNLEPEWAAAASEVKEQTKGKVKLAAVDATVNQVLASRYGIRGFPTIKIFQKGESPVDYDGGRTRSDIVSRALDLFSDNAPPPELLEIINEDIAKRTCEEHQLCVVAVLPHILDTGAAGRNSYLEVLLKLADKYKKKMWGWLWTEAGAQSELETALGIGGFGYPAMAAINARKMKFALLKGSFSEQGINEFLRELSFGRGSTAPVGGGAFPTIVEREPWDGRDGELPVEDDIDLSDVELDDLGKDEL
Statin myotox sup = protects C2C12 myotubes from simvastatin toxicity; ATP luminescence, 48 h; scaled: DMSO 0, geranylgeraniol control 100; rescue of ATP level, % at 7.49 µM; 330,000 tested, 0.78% active;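 active = mean ATP rescue above about 67%, or every replicate alone reaching that limit, limit read from the data, passing the limit was not always enough; inconclusive = no clear call, values can overlap the other calls; inactive = mean under the limit and some replicate under it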;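 note: myotubes were challenged with 10 µM simvastatin during compound exposure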
SIRT5 block = inhibitors of human sirtuin-5 desuccinylase; Q9NXA8; Purified SirT5, succinyl-peptide AMC, trypsin-coupled fluorescence; inhibition, % at 15 µM; 330,000 tested, 1.1% active; AID 652115; in the data active = inhibition above about 15%; inconclusive = no clear call, values can overlap the other calls
Target sequence (Q9NXA8 whole entry, looked up): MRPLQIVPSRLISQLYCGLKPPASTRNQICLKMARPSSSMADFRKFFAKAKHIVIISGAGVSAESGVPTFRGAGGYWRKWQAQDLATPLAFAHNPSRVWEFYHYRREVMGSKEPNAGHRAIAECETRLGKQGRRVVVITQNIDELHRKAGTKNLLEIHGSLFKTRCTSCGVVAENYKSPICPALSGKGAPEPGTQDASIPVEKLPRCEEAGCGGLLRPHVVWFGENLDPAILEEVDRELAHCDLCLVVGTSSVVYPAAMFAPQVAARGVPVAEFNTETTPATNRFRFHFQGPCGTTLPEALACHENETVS
S100A4 inh HTS = blocks human S100A4 binding to myosin IIA peptide; P26447; S100A4/TAMRA-MyoIIA peptide fluorescence polarization; inhibition, % at 10.7 µM; 360,000 tested, 0.14% active; AID 652163;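 active = mean inhibition of at least 70% across replicates, with every replicate also reaching that level; inconclusive = mean inhibition reaches 70% but some replicates fall short; inactive = mean inhibition below 70%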
Target sequence (P26447 whole entry, looked up): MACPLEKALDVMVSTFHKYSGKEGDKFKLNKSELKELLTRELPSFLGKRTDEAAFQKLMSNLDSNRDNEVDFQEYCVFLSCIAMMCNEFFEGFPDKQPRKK
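Material: S100A4 monomer (human). Medium: Calcium-containing HEPES buffer, pH 7.2. Probe or stimulus: labelled myosin peptide probe, 5 nM. Compound dosing: one concentration per compound. Timing: polarization read 5 min after assay mix addition, stable 5–60 min. Benchmarks: DMSO as neutral control, TFP as positive control.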
E-selectin induc = induces E-selectin expression in human endothelial cells. 260,000 tested, 0.37% active. P16581. HUVEC E-selectin immunofluorescence imaging; normalized: neutral wells 0, TNF-alpha wells 100. activation, % at 7.58 µM;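 active = mean E-selectin-positive cell signal at least 10% of the positive control, reached in at least 60% of replicates, without over 20% cell loss; inconclusive = no rule given, readout overlaps actives, possibly toxicity-flagged; inactive = the rest, including those meeting only one limit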;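 note: in these data hits start at about 27%; measured in HUVEC primary endothelial cells; signal is the percent of cells scored E-selectin positive by PE staining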
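Test system: HUVEC; input: 3,000 HUVEC/well; measured by: immunofluorescence imaging; read-out: % PE-positive cells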
DENV2 CPE = inhibitors of DENV2 cytopathic effect; DENV2-infected cells, cytopathic effect rescue, plate reader; CPE inhibition, % at 9.99 µM; 350,000 tested, 1.7% active; AID 651640; in the data active = CPE inhibition above about 20%, passing the limit was not always enough; inconclusive = no clear call, values can overlap the other calls; tested in BHK-21 cells;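 note: 0% = median of neutral control wells and 100% = median of positive control wells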
PglD inh = inhibitors of Campylobacter jejuni PglD acetyltransferase | purified PglD enzyme, DTNB colorimetric CoA detection | inhibition, % at 12.5 µM | 360,000 tested, 0.098% active; in the data active = inhibition above about 16%, passing the limit was not always enough; inconclusive = no clear call, values can overlap the other calls; note: strong numbers were not always called active
Active calls of the source: *; ? = inconclusive; nt = no result given; & = joins results of further samples. The list is partial (hit frequency here may not be typical).

SMILES	ERp5 block	Statin myotox sup	SIRT5 block	S100A4 inh HTS	E-selectin induc	DENV2 CPE	PglD inh
O=C(NCC1CCN(C(=O)C(=O)c2cccs2)CC1)c1ccc2ccccc2c1	-2	nt	nt	4	-0.1	7	nt
Cc1ccc(F)c(NC(=O)/C(C#N)=C(\O)c2ccc(C(C)(C)C)cc2)c1	3	nt	0	-3	0.0	-6	nt
CO[C@@H]1CN(C)C(=O)c2cc(NS(=O)(=O)c3cn(C)cn3)ccc2OC[C@@H](C)N(Cc2cccc(C(F)(F)F)c2)C[C@H]1C	4	38	nt	10	-0.1	-4	2
CCN1C(=O)CSc2ccc(C(=O)OC)cc21	1	12	nt	9	1.5	13	-3
COc1ccc(C(C)C)cc1S(=O)(=O)N1CCC(C(=O)NCC2CCCO2)CC1 (centres undefined)	-3	-1	-2	-2	0.6	-1	2
Cc1noc(C)c1NC(=O)Nc1ccc2c(c1)C(=O)N([C@@H](C)CO)C[C@@H](C)[C@@H](CN(C)C(=O)C1CCCCC1)OCCCC[C@@H](C)O2	-2	nt	-3	0	-0.2	-5	3
COC(=O)C(Cc1ccc(O)cc1)NC(=O)NC12CC3CC(CC(C3)C1)C2 (centres undefined)	0	-2	0	2	nt	-1	8
CO[C@H](CN(C)C(=O)C1CCOCC1)[C@@H](C)CN(C(=O)Nc1ccc(F)cc1)[C@H](C)CO	-4	3	-1	12	-0.1	5	2
O=C(C[C@@H]1CC[C@@H]2[C@H](COC[C@H](O)CN2C(=O)c2ccc3c(c2)OCO3)O1)NC1Cc2ccccc2C1	0	-7	1	-20	-0.2	3	0
CCCN(CC1CC1)C(=O)COC(=O)c1oc2ccc(OCC)cc2c1C	2	3	2	3	nt	11	2
CC1(C)C2CCC1(CS(=O)(=O)NCc1ccc(Cl)cc1Cl)C(=O)C2 (centres undefined)	-5	-26	-6	-2	nt	16	-4
O=C(NCC[C@@H]1CC[C@@H](NS(=O)(=O)c2ccccc2F)[C@H](CO)O1)c1ccc(F)cc1	0	15	1	3	-0.2	-2	2
COc1ccccc1S(=O)(=O)N1CC[C@@H]2[C@@H](CO)Nc3ccc(Br)cc3[C@@H]21	nt	33	nt	nt	0.7	nt	0
Cc1ccc(S(=O)(=O)CCOC(=O)CNC(=O)OCc2ccccc2)cc1	-5	-10	1	14	-0.6	1	-3
CCn1cc(C(=O)NCCCN2CC(C)CC(C)C2)c(=O)c2cc(S(=O)(=O)N(C)C3CCCCC3)ccc21 (centres undefined)	2	-27	2	-1	nt	-5	-21
Cc1noc(C)c1S(=O)(=O)N(C)C[C@@H]1Oc2ccc(NC(=O)C3CCCCC3)cc2CC(=O)N([C@@H](C)CO)C[C@H]1C	8	-17	-5	11	-0.1	0	2
COc1ccc(OCCNC(=O)/C=C/c2ccccc2)cc1	-2	nt	0	5	5.2	4	nt
COc1ccc(S(=O)(=O)Nc2cccc3c2O[C@@H](CN(C)Cc2ccc(-c4ccccc4)cc2)[C@H](C)CN([C@H](C)CO)C3=O)cc1	3	3	20*	-1	-0.3	-2	-1
Cc1cccc(S(=O)(=O)N2CC[C@@H]3[C@H](CO)Nc4ccc(C#Cc5cccc(F)c5)cc4[C@@H]32)c1	0	6	6	-6	-0.2	2	3
COCCNC(=O)C[C@H]1CC[C@@H]2[C@@H](COc3ccc(NC(=O)c4cc(C)on4)cc3C(=O)N2C)O1	-2	8	6	-4	0.1	?	-1
COc1ccc(N(CC(=O)NCCc2ccccc2)C(=O)CCC(=O)Nc2nccs2)c(OC)c1	2	17	-4	0	4.3	2	4
O=C(Nc1cc([N+](=O)[O-])ccc1O)c1cccc([N+](=O)[O-])c1	2	-1	2	-2	0.2	8	-6
O=C(/C=C/c1cccs1)N1CCN(Cc2ccc3c(c2)OCO3)CC1	5	nt	12	-1	0.6	-2	nt
COC(=O)/C(C#N)=C/c1c(N2CCN(c3ccccc3)CC2)nc2ccccn2c1=O	1	1	-3	2	0.0	2	-5
CNc1cncc(-c2ccc(F)cc2F)n1	7	-1	nt	-2	0.0	-3	-1
O=C(NCc1cccnc1)c1ccc(-c2ccccc2[N+](=O)[O-])o1	-2	nt	-4	6	0.3	3	nt
CC(=O)c1ccc(-c2ccccc2OC(F)(F)F)o1	2	nt	0	1	nt	5	nt
C[C@H]1CN([C@@H](C)CO)C(=O)c2cc(C#CCc3ccccc3)cnc2O[C@H]1CN(C)CC1CCOCC1	-1	-20	9	12	0.0	?	1
CC(NC(=O)c1cccnc1Sc1ccccc1)c1ccc(S(N)(=O)=O)cc1 (centres undefined)	-4	nt	-5	17	-0.4	9	-5
CSc1cccc(NC(=O)/C=C/c2ccccc2)c1	nt	-1	nt	-4	nt	nt	-6
CCOC(=O)Cn1cnc2sc(C(=O)OC)c(C)c2c1=O	1	nt	-1	3	nt	2	nt
COc1ccc(S(=O)(=O)Nc2cccc3c2O[C@H](CN(C)CC2CC2)[C@H](C)CN([C@H](C)CO)C3=O)cc1	0	-14	-1	10	-0.3	-14	8
COc1ccc(C2NC(=O)NC(C)=C2[N+](=O)[O-])cc1 (centres undefined)	1	12	4	0	nt	-6	0
CC(C)C(=O)Nc1ccc2c(c1)C(=O)N(C)[C@@H]1CC[C@H](CC(=O)N[C@@H](C)c3ccccc3)O[C@@H]1CO2	nt	0	nt	nt	0.0	0	1
CN1CCN(c2ccc3c(c2)C2CC3CCN2C(=O)OCc2ccccc2)CC1 (centres undefined)	5	-11	-6	1	nt	1	1
C[C@H](CO)N1C[C@H](C)[C@@H](CN(C)C(=O)Nc2ccc(C(F)(F)F)cc2)Oc2ccc(NC(=O)NC3CCCCC3)cc2C1=O	-4&1	20&10	4&2	6&-1	0.1	-1&-2	1&-1
COc1ccc2c3c(n(C)c2c1)[C@H](CO)N(C(=O)CN(C)C)CC31CN(S(C)(=O)=O)C1	-5	nt	nt	6	0.2	7	nt
COc1ccccc1C(=O)Nc1ccc(C(=O)Nc2ccccc2C(=O)O)cc1	0	nt	4	3	1.2	?	7
CCNC(=O)C[C@@H]1CC[C@H]2[C@@H](COc3ccc(NC(=O)c4ccc(F)c(F)c4)cc3C(=O)N2C)O1	1	0	0	0	0.1	-3	0
O=C(c1cccc(F)c1)N1CC(=O)N2[C@@H](CO)[C@H](c3ccc(/C=C/c4ccccc4)cc3)[C@@H]2C1	-1	nt	11	0	0.1	8	nt
Cc1ccc2[nH]c3c(=O)n(CC(=O)NCCc4ccc(Cl)cc4)ncc3c2c1	-5	10	2	-3	nt	3	11
O=S(=O)(c1cccc(-c2nnc3n2CCCCC3)c1)N1CCCC1	0	2	-4	-1	3.0	-4	2
CCOC(=O)C(c1ccccc1)C(Nc1cc(C(F)(F)F)cc(C(F)(F)F)c1)c1ccccn1 (centres undefined)	2	4	-3	-7	5.4	-6	nt
O=S(=O)(c1ccccc1)N1CC2(C1)[C@@H](c1ccccc1)[C@H](CO)N2CC1CC1	0	nt	1	-5	-0.1	-14	nt
CC(=O)Nc1cc(-c2ccc(C(=O)N3CCOCC3)cc2)cn2c(-c3ccc(F)c(Cl)c3)cnc12	9	-2	2	-22	-0.1	0	12
CCOC(=O)C1=CC[C@@H](c2ccccc2)[C@@]12CC/C(=C\c1ccccc1)C2=O	0	nt	-4	4	nt	-3	-3
COc1ccc(-c2noc(N3CCCC(C(=O)Nc4ccccc4F)C3)n2)cc1 (centres undefined)	0	-7	-20	-2	0.9	-5	0
O=C(C[C@@H]1CC[C@@H]2[C@H](COC[C@H](O)CN2S(=O)(=O)c2ccccc2)O1)N[C@H]1CCN(Cc2ccccc2)C1	0	-13	-3	-4	0.1	?	-1
O=C(NC1CCCC1)C(c1ccccc1)n1c(Cc2cc(F)cc(F)c2)nc2ccccc21 (centres undefined)	3	nt	nt	12	-0.2	18	nt
Cc1ccc(S(=O)(=O)NNC(=O)CCC(=O)Nc2ccc(C)cc2C)cc1	nt	11	nt	nt	0.2	nt	3
Cc1cccc(N2CCN(C(=O)COc3ccc4c(c3)CCC4)CC2C)c1 (centres undefined)	-2	-2	-1	-7	nt	-5	-2
CCC/C(=N\NC(=O)c1ccco1)c1ccc(Cl)s1	-13	-4	-5	-3	8.3	6	-2
CS(=O)(=O)N(Cc1ccc(Cl)cc1)c1ccc(C(=O)NCC2CCCO2)cc1 (centres undefined)	-1	nt	-4	-1	nt	0	nt
O=[N+]([O-])c1cccc(C2Nc3cccc4cccc(c34)N2)c1	-2	nt	3	-5	1.0	-13	1
CCOc1ccc(CN(C)CC(=O)Nc2cccc3ccccc23)cc1OC	-1	3	0	-1	1.2	12	-1
O=C(c1ccc2ccccc2c1)N1CCCCC1	-5	-11	-7	-2	nt	-8	1
CC(C)c1ccc(C(C(=O)NC2CCCCC2)N(C(=O)c2csnn2)C2CC2)cc1 (centres undefined)	0	2	-2	4	nt	-4	1
COc1ccc(N2C(=O)CC(N3CCN(c4nc5ccccc5s4)CC3)C2=O)cc1 (centres undefined)	0	-1	0	-3	nt	nt	-7
OC1(c2ccc(Cl)cc2)CCN(Cc2cn[nH]c2-c2ccc(F)cc2)CC1	4	nt	-1	1	-2.6	0	-3
CCOc1cc(N2CCOCC2)c(OCC)cc1NC(=O)COC(=O)COc1ccc(C#N)cc1	5	-4	-1	4	0.1	-2	33*

Some of these compounds in order of SMILES length, rising.
SMILES	ERp5 block	Statin myotox sup	SIRT5 block	S100A4 inh HTS	E-selectin induc	DENV2 CPE	PglD inh
CC(=O)c1ccc(-c2ccccc2OC(F)(F)F)o1	2	nt	0	1	nt	5	nt
COc1ccc(C2NC(=O)NC(C)=C2[N+](=O)[O-])cc1 (centres undefined)	1	12	4	0	nt	-6	0
CCOC(=O)C(c1ccccc1)C(Nc1cc(C(F)(F)F)cc(C(F)(F)F)c1)c1ccccn1 (centres undefined)	2	4	-3	-7	5.4	-6	nt
CC(=O)Nc1cc(-c2ccc(C(=O)N3CCOCC3)cc2)cn2c(-c3ccc(F)c(Cl)c3)cnc12	9	-2	2	-22	-0.1	0	12

The results go on.
SMILES	ERp5 block	Statin myotox sup	SIRT5 block	S100A4 inh HTS	E-selectin induc	DENV2 CPE	PglD inh
CCn1c(SC)nnc1-c1c[nH]c2ccccc12	1	-1	1	12	0.0	7	3
COc1ccc(C(=O)N/C(=C\c2ccc(Cl)cc2)C(=O)NCC2CCCO2)cc1 (centres undefined)	-2	-1	-5	2	-0.7	2	-3
O=C(Nc1ccc(S(=O)(=O)N2CCCCC2)cc1)c1ccco1	3	-10	-5	2	nt	-1	6
CC=Cc1ccc2n(c1=O)C[C@@H]1[C@@H](CO)[C@H](C(=O)N3CCCCC3)N(Cc3ccccc3)[C@H]21 (mixture of isomers)	-1	-12	5	1	0.0	4	2
O=C(Nc1cccc2ncccc12)C(Cl)(Cl)Cl	-7	23	-3	-1	nt	-2	-10
Cc1ccc(NC(=O)Nc2nnc(-c3ccncc3)s2)cc1	-3	nt	-4	-4	nt	-3	nt
CC(NC(=O)Cc1ccccc1)C(=O)O (centres undefined)	6	12	nt	0	-0.1	3	4
CC(C)NC(=O)N(C)C[C@@H]1Oc2cc(C#C[C@H](C)O)ccc2S(=O)(=O)N([C@@H](C)CO)C[C@H]1C	6	0	0	-2	0.2	-3	-2
COc1ccc(S(=O)(=O)Nc2ccc3c(c2)CC(=O)N([C@H](C)CO)C[C@@H](C)[C@H](CN(C)Cc2ccc(Cl)c(Cl)c2)O3)cc1	-4	110*	-1	-5	0.0	38*	-3
O=C(Cn1ncc2c([nH]c3ccccc32)c1=O)N1CCN(c2ccccc2F)CC1	-3	-2	-1	11	nt	11	-3
COc1cccc(C2c3c(oc4ccccc4c3=O)C(=O)N2c2ccccn2)c1 (centres undefined)	4	4	nt	-3	0.0	0	2
Cc1cc(C(=O)Nc2ccccc2C)on1	0	0	-1	3	-0.2	?	7
CCC(=O)N(C)C[C@@H]1[C@@H](c2ccc(-c3ccccc3F)cc2)[C@H](CO)N1C(C)=O	-2	23	22*	6	0.2	17	0
